EBI2 antag – blocks human EBI2 receptor beta-arrestin signaling | 360,000 compounds, 0.81% hits | EBI2 beta-arrestin recruitment, luminescence, 7a,25-OHC stimulated | AID 651636 | inhibition, % at 5 µM | P32249; in the data active = inhibition above about 38%;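 also: enzyme fragment complementation signal reports receptor beta-arrestin coupling in cells; 0% = agonist plus DMSO wells and 100% = wells without agonist; some results beyond the cut were filed as inactive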
Target sequence (P32249 whole entry, looked up, the tested form may be a part): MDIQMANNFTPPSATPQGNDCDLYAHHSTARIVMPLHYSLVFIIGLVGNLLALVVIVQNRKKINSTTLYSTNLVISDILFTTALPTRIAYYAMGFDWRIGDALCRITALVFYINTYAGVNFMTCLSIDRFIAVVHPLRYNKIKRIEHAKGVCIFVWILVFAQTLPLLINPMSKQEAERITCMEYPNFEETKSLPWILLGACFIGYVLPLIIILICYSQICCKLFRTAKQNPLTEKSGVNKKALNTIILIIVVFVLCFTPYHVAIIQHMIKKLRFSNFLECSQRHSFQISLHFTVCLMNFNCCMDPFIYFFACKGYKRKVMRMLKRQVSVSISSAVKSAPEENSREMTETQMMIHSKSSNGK
CXCR6 block – blocks human CXCR6 beta-arrestin recruitment; O00574; CHO-K1 PathHunter CXCR6 beta-arrestin, luminescence; inhibition, % at 20 µM; 360,000 compounds, 0.36% hits; in the data active = inhibition above about 34%, passing the limit was not always enough;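 also: antagonist mode with CXCL16 agonist at 10 nM final; 0% = 10 nM CXCL16 with DMSO and 100% = unstimulated wells without agonist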
Target sequence (O00574 whole entry, looked up): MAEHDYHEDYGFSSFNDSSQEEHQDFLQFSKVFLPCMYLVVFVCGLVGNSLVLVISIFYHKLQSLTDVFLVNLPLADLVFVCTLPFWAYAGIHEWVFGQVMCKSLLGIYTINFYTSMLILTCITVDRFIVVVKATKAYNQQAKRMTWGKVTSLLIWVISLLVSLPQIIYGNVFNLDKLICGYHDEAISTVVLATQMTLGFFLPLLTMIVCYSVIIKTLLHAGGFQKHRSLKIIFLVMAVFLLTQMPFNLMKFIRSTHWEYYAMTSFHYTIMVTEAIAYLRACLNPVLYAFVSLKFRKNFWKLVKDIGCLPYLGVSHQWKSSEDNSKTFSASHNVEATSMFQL
Gli-Sufu antag – blocks Gli-Sufu signaling in a luciferase reporter; Sufu-KO-LIGHT fibroblasts, Gli luciferase reporter luminescence; inhibition, % at 5 µM; 340,000 compounds, 0.74% hits; AID 588413;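 active = inhibition above about 55%, limit read from the data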;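 also: 0% = DMSO-treated cells and 100% = wells with medium but no cells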
MPTP inh – blocks calcium-induced mitochondrial swelling; isolated mouse mitochondria, Ca2+ swelling absorbance, 30 min; inhibition, % at 10 µM; 360,000 compounds, 1.4% hits;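 active = inhibition of 50% or more, scaled per plate between neutral and stimulator controls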;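 also: 0% = DMSO wells given calcium and 100% = 1 mM EGTA wells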
CCR6 antagonist – blocks CCL20-driven beta-arrestin recruitment at human CCR6. CHO-K1 CCR6 PathHunter beta-arrestin, luminescence, CCL20-stimulated. 340,000 compounds, 0.49% hits. AID 493098. P51684. inhibition, % at 20 µM;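 active = compounds whose inhibition of the agonist-driven luminescence signal at 20 µM reaches about 50%, limit read from the data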;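 also: cells stimulated with CCL20 at 14 nM final; plate controls were DMSO with CCL20 for no effect and DMSO without agonist for full effect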
NR3A LBD binder – modulates the human NR3A ligand-binding domain. NR3A LBD differential scanning fluorimetry, Tm shift; 0% = protein alone, 100% = glycine-bound protein. Tm shift relative to glycine control, % at 25 µM. 340,000 compounds, 2.5% hits;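 active = melting temperature shift of at least 10% of the positive control shift, at one fixed dose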
An asterisk follows results filed as active; / = not tested or not shown. Only part of the results is shown. The share of hits here may be higher or lower than overall.

# | SMILES | EBI2 antag | CXCR6 block | Gli-Sufu antag
1 | COc1ccc(-c2ccc3c(c2)CN(C(=O)NC2CCCCC2)Cc2cnnn2-3)cc1 | 31.7 | 0.7 | /
2 | CC[C@H](C)[C@@H]1NC(=O)CNC(=O)c2csc(n2)[C@H](C(C)(C)O)OC(=O)C(C)(C)[C@H](CCCC(C)(Cl)Cl)OC(=O)c2csc1n2 | -63.2 | 6.7 | /
3 | NC(Cc1ccccc1)c1csc(Nc2ccccn2)n1 (stereo unspecified) | 4.3 | 1.3 | /
4 | O=S1c2ccccc2-c2ccccc21 | -7.6 | -3.0 | /
5 | N#CC1c2ccccc2C=CN1C(=O)c1ccc(N(CCCl)CCCl)cc1 (stereo unspecified) | -5.9 | 2.7 | /
6 | Cc1ccc(-n2c(=S)[nH]c3ccccc3c2=O)cc1F | 9.2 | 4.3 | /
7 | COc1ccccc1CN1CCNCC1 | 1.2 | 1.9 | /
8 | C[C@H]1CN([C@@H](C)CO)C(=O)CCCn2nncc2CO[C@H]1CN(C)C(=O)Oc1ccc2ccccc2c1 | -4.8 | -6.8 | /
9 | Cc1nc2ccccn2c1P(=S)(c1ccccc1)c1ccccc1 | 2.9 | 10.7 | /
10 | Nc1cc(C(=O)Nc2ccccc2F)ccc1N1CC2CC(C1)c1cccc(=O)n1C2 (stereo unspecified) | -1.2 | -0.1 | /
11 | COC(=O)C1=C(c2ccc(OCc3ccccc3)c(F)c2)C[C@@H]2CC[C@H]1N2C | 7.4 | 5.6 | /
12 | c1ccc(N2Cc3ccccc3-n3nncc3C2)nc1 | -5.8 | -1.6 | /
13 | CCOC(=O)C(c1c(O)c2ccccc2oc1=O)c1c(O)c2ccccc2oc1=O | 3.3 | 17.5 | /
14 | CCOC(=O)c1cccc(C2=C(CNC(=O)c3ocnc3C)[C@H]3CC[C@@H](C2)N3Cc2ccccc2)c1 | -3.5 | 9.3 | /
15 | CCc1nn2c(=O)c(F)c(N3CCNCC3)nc2s1 | -9.4 | -3.9 | /

# | MPTP inh | CCR6 antagonist | NR3A LBD binder
1 | -0.3 | / | /
2 | -0.2 | / | /
3 | 1.2 | / | /
4 | -1.6 | / | /
5 | 1.5 | / | /
6 | 26.4 | / | /
7 | 0.4 | / | /
8 | 0.1 | / | /
9 | -0.4 | / | /
10 | 0.1 | / | /
11 | -2.2 | / | /
12 | -0.4 | / | /
13 | -2.4 | / | /
14 | -1.3 | / | /
15 | -2.6 | / | /

4 compounds picked at random from those above:
# | SMILES | EBI2 antag | CXCR6 block | Gli-Sufu antag
9 | Cc1nc2ccccn2c1P(=S)(c1ccccc1)c1ccccc1 | 2.9 | 10.7 | /
14 | CCOC(=O)c1cccc(C2=C(CNC(=O)c3ocnc3C)[C@H]3CC[C@@H](C2)N3Cc2ccccc2)c1 | -3.5 | 9.3 | /
3 | NC(Cc1ccccc1)c1csc(Nc2ccccn2)n1 (stereo unspecified) | 4.3 | 1.3 | /
15 | CCc1nn2c(=O)c(F)c(N3CCNCC3)nc2s1 | -9.4 | -3.9 | /

# | MPTP inh | CCR6 antagonist | NR3A LBD binder
9 | -0.4 | / | /
14 | -1.3 | / | /
3 | 1.2 | / | /
15 | -2.6 | / | /

Filtered by structure: those above containing an aryl methoxy group
# | SMILES | EBI2 antag | CXCR6 block | Gli-Sufu antag
1 | COc1ccc(-c2ccc3c(c2)CN(C(=O)NC2CCCCC2)Cc2cnnn2-3)cc1 | 31.7 | 0.7 | /
7 | COc1ccccc1CN1CCNCC1 | 1.2 | 1.9 | /

# | MPTP inh | CCR6 antagonist | NR3A LBD binder
1 | -0.3 | / | /
7 | 0.4 | / | /

New compounds follow
# | SMILES | EBI2 antag | CXCR6 block | Gli-Sufu antag
16 | COc1ccc(-c2ccc3c(c2)CN(C(=O)C(C)(C)C)Cc2cnnn2-3)cc1 | 6.8 | 6.2 | /
17 | C[C@@H]1CN([C@@H](C)CO)C(=O)CCCn2nncc2CO[C@H]1CN(C)C(=O)Oc1ccc2ccccc2c1 | -1.6 | 2.9 | /
18 | O=C1NCN(c2ccccc2)C12CCN(C(c1ccccc1)c1nnnn1-c1ccc3c(c1)OCCO3)CC2 (stereo unspecified) | -4.5 | 4.9 | /
19 | CS(=O)(=O)c1ccc(C2=C(CNC(=O)c3ccc([N+](=O)[O-])cc3)[C@H]3CC[C@@H](C2)N3Cc2ccccc2)cc1 | -5.9 | -2.4 | /
20 | CC(C)(C)C(=O)N1Cc2cc(-c3cccc(F)c3)ccc2-n2nncc2C1 | 21.2 | 4.8 | /
21 | Cc1c(CCC(=O)N2C[C@H]3C[C@@H](C2)c2cccc(=O)n2C3)c(=O)oc2c(C)c(O)ccc12 | -1.0 | 6.4 | /
22 | O=S(=O)(c1cccc2ccccc12)N1Cc2ccccc2-n2nncc2C1 | 9.5 | -2.8 | /
23 | CCOC(=O)[C@]12Cc3ccccc3[C@H]1N(C(C)C)C(=O)c1cc(OC)ccc12 | 6.1 | 0.7 | /
24 | CCOC(=O)c1cccc(C2=C(CNC(=O)c3cccnc3)[C@H]3CC[C@@H](C2)N3Cc2ccccc2)c1 | -0.2 | 9.4 | /
25 | COC1CC2C=C(C)C=CC=CC(=O)NC(c3ccccc3)CC=CCCC(O)CC(=O)C2=C1O (stereo unspecified) | -2.7 | 30.8 | /
26 | Cc1cccc(C)c1-n1nnnc1C(c1cccs1)N1CCC(n2c(=O)[nH]c3ccccc32)CC1 (stereo unspecified) | 12.6 | 13.6 | /
27 | c1cc2c(cc1N1CCOCC1)CNCc1cnnn1-2 | -0.8 | 1.4 | /
28 | COc1ccc(OC(=O)N(C)C[C@@H]2OCc3cnnn3CCCC(=O)N([C@@H](C)CO)C[C@@H]2C)cc1 | -2.5 | -2.1 | /
29 | Cc1noc(C)c1COc1ccc(C(=O)NCC2(N(C)C)CCCCC2)cc1 | 2.0 | 5.9 | /
30 | Cc1cccc(C)c1-n1nnnc1C(c1cccc2ccccc12)N1CCC(n2c(=O)[nH]c3ccccc32)CC1 (stereo unspecified) | 42.3* | 2.7 | /

# | MPTP inh | CCR6 antagonist | NR3A LBD binder
16 | -0.6 | / | /
17 | -0.3 | / | /
18 | 0.3 | / | /
19 | -3.1 | / | /
20 | -0.4 | / | /
21 | -1.7 | / | /
22 | 0.6 | / | /
23 | -1.4 | / | /
24 | 0.6 | / | /
25 | -1.7 | / | /
26 | 0.4 | / | /
27 | 0.2 | / | /
28 | -0.2 | / | /
29 | -2.1 | / | /
30 | 1.4 | / | /

Remaining list, next part.
# | SMILES | EBI2 antag | CXCR6 block | Gli-Sufu antag
31 | CC(=CCOc1ccc2ccc(=O)oc2c1)C1=CC(=O)C(C)(C)O1 | 16.2 | 2.2 | /
32 | O=S(=O)(c1ccc(Cl)cc1)N1Cc2cc(Br)ccc2-n2nncc2C1 | 14.3 | -3.7 | /
33 | CC(C)C[C@@H]1COc2cccc(N3CCN(C)CC3)c2S(=O)(=O)N1 | -5.0 | -0.9 | /
34 | O=C(O)c1nn(Cc2ccc(Cl)cc2)c2ccccc12 | 7.4 | 2.8 | /
35 | COc1ccc(-n2nnnc2C(c2cccs2)N2CCC3(CC2)C(=O)NCN3c2ccccc2)cc1 (stereo unspecified) | -3.1 | 9.8 | /
36 | O=C(c1ccco1)N1Cc2ccccc2-n2nncc2C1 | -3.0 | -0.2 | /
37 | Cc1ccc2n1Cc1cnnn1-c1ccccc1-2 | 1.3 | 0.7 | /
38 | O=S(=O)(c1ccc(Cl)cc1)N1Cc2ccccc2-n2nncc2C1 | -3.5 | 5.5 | /
39 | COc1ccc(-n2nnnc2C(CCSC)N2CCC3(CC2)C(=O)NCN3c2ccccc2)cc1 (stereo unspecified) | 9.9 | 8.6 | /
40 | CN(C)c1ccccc1 | -5.5 | -5.2 | /
41 | NC(Cc1ccc(Cl)cc1)c1csc(Nc2cnccn2)n1 (stereo unspecified) | -0.7 | -5.9 | /
42 | CC(C)(C)C(=O)N1Cc2cc(N3CCCCC3)ccc2-n2nncc2C1 | -6.1 | 7.2 | /
43 | COc1ccc(C(c2nnnn2-c2ccc(OC)cc2)N2CCC(n3c(=O)[nH]c4ccccc43)CC2)cc1 (stereo unspecified) | -21.3 | 6.3 | /
44 | O=C(CCCc1ccc(N(CCCl)CCCl)cc1)NCc1ccccc1 | 5.2 | -3.2 | /
45 | Cn1cc(C=O)c2nccnc21 | -0.4 | 1.6 | /

# | MPTP inh | CCR6 antagonist | NR3A LBD binder
31 | 1.5 | / | /
32 | -0.5 | / | /
33 | 0.4 | / | /
34 | -0.5 | / | /
35 | 1.1 | / | /
36 | -0.5 | / | /
37 | 9.6 | / | /
38 | 0.1 | / | /
39 | 0.8 | / | /
40 | 3.3 | / | /
41 | 1.1 | / | /
42 | 1.1 | / | /
43 | -0.7 | / | /
44 | 0.8 | / | /
45 | -2.1 | / | /

Gathered by group, the entries above containing a thiophene ring, fused or not.
# | SMILES | EBI2 antag | CXCR6 block | Gli-Sufu antag
26 | Cc1cccc(C)c1-n1nnnc1C(c1cccs1)N1CCC(n2c(=O)[nH]c3ccccc32)CC1 (stereo unspecified) | 12.6 | 13.6 | /
35 | COc1ccc(-n2nnnc2C(c2cccs2)N2CCC3(CC2)C(=O)NCN3c2ccccc2)cc1 (stereo unspecified) | -3.1 | 9.8 | /

# | MPTP inh | CCR6 antagonist | NR3A LBD binder
26 | 0.4 | / | /
35 | 1.1 | / | /

Following part:
# | SMILES | EBI2 antag | CXCR6 block | Gli-Sufu antag
46 | O=C1NCN(c2ccccc2)C12CCN(C(c1ccnc3ccccc13)c1nnnn1C1CCCCC1)CC2 (stereo unspecified) | 1.8 | 9.0 | /
47 | CS(=O)(=O)c1ccc(C2=C(CNC(=O)c3cccnc3)[C@H]3CC[C@@H](C2)N3Cc2ccco2)cc1 | 1.4 | 2.5 | /
48 | CS(=O)(=O)c1ccc(C2=C(CNC(=O)c3cccs3)[C@H]3CC[C@@H](C2)N3CCOc2ccccc2)cc1 | -11.7 | -5.1 | /
49 | Nc1c(Br)cc2c3c(cccc13)-c1ccccc1-2 | / | / | 5.1

# | MPTP inh | CCR6 antagonist | NR3A LBD binder
46 | -0.8 | / | /
47 | -0.6 | / | /
48 | -2.1 | / | /
49 | / | 1.7 | 7.8

Reprinted: entries 45–46
# | SMILES | EBI2 antag | CXCR6 block | Gli-Sufu antag
45 | Cn1cc(C=O)c2nccnc21 | -0.4 | 1.6 | /
46 | O=C1NCN(c2ccccc2)C12CCN(C(c1ccnc3ccccc13)c1nnnn1C1CCCCC1)CC2 (stereo unspecified) | 1.8 | 9.0 | /

# | MPTP inh | CCR6 antagonist | NR3A LBD binder
45 | -2.1 | / | /
46 | -0.8 | / | /

High-throughput results from PubChem BioAssay.
